TLR4-MyD88 BLA: inhibitors of human TLR4-MyD88 binding; HeLa CL3-4 TLR4/MyD88 BLA complementation, FRET ratio; inhibition, % at 8.4 µM; actives 0.18% (n = 200,000); in the data active means inhibition above about 25%;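 further: 0% = vehicle and 100% = reference inhibitor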
Target sequence (O00206 whole entry, looked up): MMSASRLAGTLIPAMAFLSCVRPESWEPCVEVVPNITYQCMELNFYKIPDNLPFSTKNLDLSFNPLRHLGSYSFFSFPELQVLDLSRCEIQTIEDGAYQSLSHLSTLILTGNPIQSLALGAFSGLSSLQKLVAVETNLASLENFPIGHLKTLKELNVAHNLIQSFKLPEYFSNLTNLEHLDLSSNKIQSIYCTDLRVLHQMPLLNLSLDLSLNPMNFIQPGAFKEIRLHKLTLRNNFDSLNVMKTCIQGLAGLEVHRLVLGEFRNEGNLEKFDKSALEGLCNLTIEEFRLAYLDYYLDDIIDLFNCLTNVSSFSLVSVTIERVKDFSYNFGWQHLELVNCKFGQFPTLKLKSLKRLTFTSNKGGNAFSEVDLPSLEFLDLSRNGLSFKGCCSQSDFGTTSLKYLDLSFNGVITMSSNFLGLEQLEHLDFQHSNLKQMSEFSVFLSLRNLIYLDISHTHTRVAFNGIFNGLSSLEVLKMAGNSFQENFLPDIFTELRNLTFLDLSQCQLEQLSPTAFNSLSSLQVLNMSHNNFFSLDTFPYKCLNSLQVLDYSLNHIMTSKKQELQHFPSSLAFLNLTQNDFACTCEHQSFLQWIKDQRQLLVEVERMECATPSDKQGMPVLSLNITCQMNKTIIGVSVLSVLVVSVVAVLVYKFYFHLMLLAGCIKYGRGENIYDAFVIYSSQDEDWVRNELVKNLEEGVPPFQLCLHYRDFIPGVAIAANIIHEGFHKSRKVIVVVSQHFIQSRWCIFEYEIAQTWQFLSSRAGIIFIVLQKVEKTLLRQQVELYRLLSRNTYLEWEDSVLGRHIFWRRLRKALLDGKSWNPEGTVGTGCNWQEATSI
Target sequence (Q99836 whole entry, looked up): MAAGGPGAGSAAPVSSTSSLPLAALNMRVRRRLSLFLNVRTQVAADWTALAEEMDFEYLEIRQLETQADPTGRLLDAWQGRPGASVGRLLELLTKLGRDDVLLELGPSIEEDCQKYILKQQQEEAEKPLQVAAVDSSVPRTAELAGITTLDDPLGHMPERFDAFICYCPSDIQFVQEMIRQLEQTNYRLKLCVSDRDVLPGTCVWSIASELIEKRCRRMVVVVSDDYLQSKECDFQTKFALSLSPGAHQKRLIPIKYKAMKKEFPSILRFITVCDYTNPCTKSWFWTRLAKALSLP
APP transl inh: APP translation inhibition. inhibition, % at 2 µM. actives 0.82% (n = 190,000). SH-SY5Y APP 5'UTR-luciferase reporter, luminescence;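 active means inhibition above a set limit, derived from the sample mean plus 3 SD, cut at about 45% in these data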; further: values of inactives mirror those of a sister screen read the other way
Hsp70 activator: Hsp70 transcriptional activation, primary screen; HeLa Hsp70 promoter luciferase reporter, luminescence; scaled: vehicle 0, proteasome-inhibitor control 100%; activation, % at 10 µM; actives 0.04% (n = 200,000);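 active means activation above the mean across all tested compounds plus 3 SD, cutoff set per campaign, cut at about 5.5% in these data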;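 further: 100% = MG132 at 30 µM as the positive control and 0% = DMSO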
STAT3 inh: reduces IL-6 driven STAT3 reporter signal. U3A cells, IL-6 STAT3-luciferase reporter, luminescence; host cell line lacks STAT1. inhibition, % at 5.5 µM. actives 0.89% (n = 190,000);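 active means inhibition above the mean inhibition across all screened compounds plus 3 SD, cut at about 44% in these data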;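 further: 0% = DMSO only wells and 100% = 100 µM nifuroxazide control wells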
Diaph act CS: activates diaphorase or chemically reduces, flagging diaphorase assay artifacts; actives 0.005% (n = 190,000); activation factor at 20 µM; Diaphorase/resazurin coupled assay, resorufin fluorescence, 16 min; hits give high values; 1 = vehicle wells, 0 = NADH-free wells; AID 1229;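 active means diaphorase activity raised at least twofold by the compound at 20 µM; inactive means activation factor below 2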
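Test system: Clostridium kluyveri diaphorase, purified enzyme. Buffer or medium: 50 mM HEPES pH 7.4 buffer plus MgCl2 and Tween 20. Also added: 0.114 mM NADH and 0.1 mM resazurin, final amounts. Dosing: compound 20 µM once, DMSO 1%. Schedule: 16 min enzyme reaction, ambient temperature. Detection: fluorescence of resorufin, 544 nm excitation, 590 nm emission.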
STAT3 act: activators of IL-6 induced STAT3 signaling. AID 871. actives 0.91% (n = 190,000). activation (% of control), % at 5.6 µM. U3A cells, IL-6 STAT3-luciferase reporter, luminescence; 100% = signal with IL-6 EC80 alone;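 active means activation above the screen-wide mean of compound activation plus 3 SD, cut at about 130% in these data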;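 further: 0% = background luminescence of wells with medium and substrate only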
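System – human U3A cells carrying STAT3-luciferase construct · Probe or stimulus – Interleukin-6, 33 ng/mL · Schedule – compound 1 h, then IL-6 6 h at 37 °C · Signal – luminescence from STAT3-driven luciferase reporter · Evaluation – percent of IL-6-only median luminescence · Benchmarks – IL-6-only high control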
STAT1 inh: reduces IFN-gamma driven STAT1 reporter signal. AID 920. inhibition, % at 5.5 µM. actives 0.35% (n = 200,000). NIH 3T3 STAT1-luciferase reporter, luminescence;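 active means inhibition above a set limit, the mean inhibition across all tested compounds plus 3 SD, cut at about 34% in these data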;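 further: 0% = IFN-gamma with DMSO and 100% = IFN-gamma with 300 µM nifuroxazide; values of inactives mirror those of a sister screen read the other way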
G6PDH counter: L. mesenteroides G6PDH inhibition counter-screen; actives 0.12% (n = 200,000); Purified L. mesenteroides G6PDH, diaphorase/resazurin coupled fluorescence, 45 min; inhibition, % at 5 µM; AID 1020; in the data active means inhibition above about 50%
Diaphorase inh: counter-screen for diaphorase-based assays: diaphorase inhibitors and chemical oxidizers; diaphorase resazurin-to-resorufin fluorescence, NADH, 16 min; bacterial (C. kluyveri) enzyme, not human; inhibition, % at 20 µM; actives 0.69% (n = 190,000); AID 1217;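 active means primary screen inhibition at 20 µM above a set limit, cut at about 50% in these data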;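 further: plate controls were DMSO with full reaction for no effect and wells lacking NADH for full effect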
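Assay system: diaphorase enzyme from Clostridium kluyveri; Input: enzyme working solution with 0.14 U/mL diaphorase; Timing: 16 min at room temperature; Technique: resorufin fluorescence, excitation 544 nm, emission 590 nm; Benchmarks: positive control minus NADH, DMSO neutral control.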
STAT1 act: STAT1 signaling activation; NIH 3T3 STAT1-luciferase reporter, IFN-gamma, luminescence; 100% = IFN-gamma alone, no compound; AID 932; activation (% of control), % at 5.5 µM; actives 2.6% (n = 200,000);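 active means activation above the screen-wide mean activation plus 3 SD, cut at about 130% in these data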;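 further: raw ratio to IFN-gamma control signal so 100% means no change and 0% no light; values of inactives mirror those of a sister screen read the other way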
* hit, by the source's call; . = not tested or not shown.

SMILES | TLR4-MyD88 BLA | APP transl inh | Hsp70 activator | STAT3 inh | Diaph act CS | STAT3 act | STAT1 inh | G6PDH counter | Diaphorase inh | STAT1 act
CC(=O)c1c(C)[nH]c(C(=O)CSc2nnc(N)s2)c1C | 3 | -2 | 0.3 | 3 | 1 | 103 | -2 | -2 | 3 | 101
COc1ccccc1NC(=O)C1=C(C)Nc2nc(CCCO)nn2C1c1ccc2c(c1)OCO2 (configuration not stated) | 13 | -20 | -0.2 | 5 | 0.9 | 98 | 0 | 13 | 8 | 94
CC(C)(C)NC(=O)NC(=O)CN1CCCc2ccccc21 | -3 | 1 | 0.4 | -19 | 0.9 | 123 | -9 | 4 | 8 | 106
O=C1C2C(c3ccccc3)C=CC(c3ccccc3)C2C(=O)N1c1ccccn1 (configuration not stated) | 3 | 21 | -0.1 | 11 | 0.9 | 93 | 3 | -5 | 15 | 98
CCN(Cc1nc2ccccc2c(=O)[nH]1)Cc1cc(=O)oc2cc(C)c(C)cc12 | 0 | 15 | -0.5 | 10 | . | 95 | 8 | . | . | 93
O=C(c1c[nH]c(C(=O)C(Cl)(Cl)Cl)c1)c1ccc(F)cc1Cl | 16 | -14 | 0.1 | 8 | 0.4 | 98 | 5 | 4 | 60* | 93
CSc1cccc(NC(=O)CCCOc2ccc(Cl)cc2Cl)c1 | -5 | 25 | 0.1 | 5 | 0.8 | 98 | 0 | 0 | 21 | 100
COc1cc(C(=O)OCC2CC(c3ccccc3)=NO2)cc(OC)c1OC (configuration not stated) | -8 | -3 | -0.2 | 8 | 0.7 | 96 | 1 | 10 | 26 | 98
CCOc1ccc2oc(C(=O)OCC(=O)NC3CC3)c(C)c2c1 | 2 | -40 | -0.3 | 4 | 0.9 | 100 | -9 | -1 | 14 | 106
CCCN(CCC)CCNS(=O)(=O)c1ccc2c(c1)oc(=O)n2C | -4 | -5 | -0.1 | 0 | 1.1 | 105 | 3 | 27 | -13 | 98

Brought forward from above: four compounds, followed by the next part.
SMILES | TLR4-MyD88 BLA | APP transl inh | Hsp70 activator | STAT3 inh | Diaph act CS | STAT3 act | STAT1 inh | G6PDH counter | Diaphorase inh | STAT1 act
CSc1cccc(NC(=O)CCCOc2ccc(Cl)cc2Cl)c1 | -5 | 25 | 0.1 | 5 | 0.8 | 98 | 0 | 0 | 21 | 100
COc1cc(C(=O)OCC2CC(c3ccccc3)=NO2)cc(OC)c1OC (configuration not stated) | -8 | -3 | -0.2 | 8 | 0.7 | 96 | 1 | 10 | 26 | 98
CCOc1ccc2oc(C(=O)OCC(=O)NC3CC3)c(C)c2c1 | 2 | -40 | -0.3 | 4 | 0.9 | 100 | -9 | -1 | 14 | 106
CCCN(CCC)CCNS(=O)(=O)c1ccc2c(c1)oc(=O)n2C | -4 | -5 | -0.1 | 0 | 1.1 | 105 | 3 | 27 | -13 | 98
CC1(C)CC(=O)c2sc(NC(=O)c3ccco3)nc2C1 | -6 | -38 | 0.3 | 14 | 0.9 | 95 | -3 | -2 | 12 | 103
COc1ccc(C)cc1NC(=O)CN(c1ccccc1)S(C)(=O)=O | 4 | 0 | -0.4 | 6 | 0.9 | 98 | 1 | -2 | 10 | 99
Cc1[nH]n(-c2ccccc2)c(=O)c1C=Nc1ccc(S(=O)(=O)N(C)C)cc1 | -16 | -3 | -0.1 | -19 | 0.9 | 113 | -3 | -1 | 13 | 103
COC(=O)c1ccccc1NC1=C/C(=N\S(=O)(=O)c2cccs2)c2ccccc2C1=O | -12 | 18 | -0.1 | -36 | 0.8 | 137* | -10 | 49 | 16 | 109
C/C(=N\NC(=O)CSc1nc(C)cc(C)n1)c1cccc([N+](=O)[O-])c1 | -18 | -4 | -0.2 | -9 | 0.9 | 103 | 7 | -4 | 9 | 93
O=c1oc2ccccc2cc1-c1cn(-c2ccccc2)c(=S)[nH]1 | 15 | -48 | -0.6 | 108* | 0.8 | 13 | 77* | -15 | 20 | 29
COc1cc(-c2nc3ccc(N4CCN(C)CC4)cc3[nH]2)cc(OC)c1OC | 1 | -18 | -0.1 | 22 | 1.3 | 84 | 22 | 9 | -28 | 79
c1ccc(Cc2nnc3sc(-c4ccccn4)nn23)cc1 | -22 | -19 | 0.1 | -8 | 0.8 | 110 | -3 | -3 | 21 | 102
CC1CCc2nc(N)c(C#N)c(-c3ccncc3)c2C1 (configuration not stated) | 4 | -11 | 0.0 | 0 | 1 | 102 | -6 | 7 | 2 | 105
O=S(=O)(c1ccccc1)N1N=C(c2ccccc2)CC1c1ccccc1 (configuration not stated) | -9 | 10 | -0.3 | 8 | 0.7 | 103 | 10 | 14 | 27 | 90
O=C(c1cccc(F)c1F)N1CCCC1 | -1 | 17 | 2.0 | 1 | 1.1 | 100 | 2 | 2 | -11 | 95
O=C(CSc1cccs1)Nc1ccc2ccccc2c1 | -4 | -71 | 0.1 | 4 | 0.8 | 97 | -22 | 10 | 23 | 120
O=C(c1ccccc1)N1CCCOC1c1ccccc1 (configuration not stated) | -8 | -3 | -0.1 | 3 | 1 | 98 | 8 | 4 | -5 | 93
Cc1ccc(-c2nnc3c4ccccc4c(C)nn23)cc1S(=O)(=O)N1CCN(C)CC1 | -3 | -3 | 0.1 | -17 | . | 119 | 0 | . | . | 100
CSc1nc(C)c(C(=O)C[n+]2ccc(C)cc2)cc1C#N | 12 | -7 | 0.0 | 2 | 1.1 | 105 | -3 | -4 | -11 | 102
COc1cc(C(=O)NC(=S)Nc2ccc3c(c2)C(=O)N(C)C3=O)cc(OC)c1OC | -9 | 7 | -0.5 | 4 | 1 | 99 | -2 | -11 | 0 | 102
Cc1ccc(N=C2NC(=O)/C(=C\c3ccc(C)s3)S2)cc1 | -7 | -18 | 0.3 | 14 | 1 | 90 | -14 | 6 | -5 | 111
CCCn1nc(NC(=O)C2CCCO2)c2cc3cc(C)ccc3nc21 (configuration not stated) | -4 | -2 | -0.1 | 14 | 0.8 | 93 | 4 | 3 | 20 | 96
Cc1ccc(C(=O)NNC(=O)Cc2cccs2)cc1 | 7 | -8 | -0.1 | 20 | 1 | 86 | -8 | -10 | 4 | 107
CCN(CC)S(=O)(=O)c1ccc2c3c(cccc13)C(=O)N2 | 5 | -19 | -0.4 | 8 | 0.9 | 93 | 4 | -18 | 8 | 97
CC(C)OC(=O)CSc1nnc2n1C(C)(C)Cc1ccccc1-2 | 7 | -6 | -0.6 | 29 | 0.8 | 83 | 2 | 4 | 18 | 98
O=C(NNC(=S)Nc1cccc(Cl)c1)c1ccccc1OC(F)F | 5 | -17 | -0.1 | 10 | 1 | 94 | 19 | -9 | 4 | 83
CC(=O)N1N=C2/C(=C/c3ccccc3)CCCC2C1c1ccccc1 (configuration not stated) | -5 | 12 | -0.2 | -8 | 1.1 | 109 | -8 | 19 | -12 | 106
CCOC(=O)c1c(NC(=O)CN2C(=O)c3ccccc3C2=O)sc(Cc2ccc3c(c2)OCO3)c1C | 0 | -3 | -0.1 | -6 | 0.6 | 105 | -2 | 5 | 36 | 102
O=C(Nc1nc(-c2cc(Cl)sc2Cl)cs1)c1ccccc1 | -3 | -15 | 0.0 | 26 | 0.8 | 82 | 2 | -5 | 16 | 98
Cc1sc2nc(CSCC(=O)Nc3c(Cl)cccc3Cl)[nH]c(=O)c2c1C | -1 | 18 | -0.2 | -9 | 0.9 | 108 | -5 | -23 | 15 | 104
CC(=O)Nc1cccc(NC(=O)CSc2nnnn2Cc2ccccc2)c1 | -1 | -4 | -0.5 | 24 | 0.9 | 88 | 1 | 2 | 8 | 99
CCOC(=O)C1=C(C)Nc2nc3ccccc3n2C1c1cccs1 (configuration not stated) | -9 | 7 | -0.4 | 22 | 0.9 | 82 | 10 | -16 | 11 | 92
Clc1ccc(Nc2ncn[nH]2)cc1 | -12 | -6 | 0.0 | -3 | 1 | 104 | 1 | 6 | 1 | 99
O=C(Cc1ccccc1)Nc1cccc(N2C(=O)C=CC2=O)c1 | 10 | 67* | 0.0 | 19 | 0.8 | 87 | 6 | 5 | 20 | 95
CC(C)(C)c1ccc(Oc2ccc(N)cc2)cc1 | 15 | 84* | -0.7 | 76* | 0.9 | 36 | 64* | 6 | 13 | 43
Fc1cccc(Cl)c1CSc1nnc(COc2cccc3cccnc23)o1 | 6 | -11 | -0.2 | -5 | 0.8 | 103 | -1 | -1 | 18 | 101
NC(=O)CSc1nnc(-c2ccc3c(c2)OCO3)o1 | 9 | -94 | 0.1 | 9 | 1 | 93 | -14 | -1 | 2 | 113
O=C(Nc1cccnc1)c1cc2nc(C3CC3)cc(C(F)(F)F)n2n1 | 2 | -4 | 0.6 | 10 | 0.9 | 94 | -2 | 10 | 10 | 102
CCCCCN(C(=O)NC(=O)Nc1ccc(C)cc1C)S(C)(=O)=O | -8 | -13 | -0.5 | -2 | 1 | 103 | -1 | 6 | -1 | 99
Cc1cc(C(=O)CCl)c(C)n1CCc1ccc(Cl)cc1 | 22 | 32 | -0.1 | 10 | 0.9 | 96 | 7 | -1 | 14 | 94
CS(=O)(=O)N1CCN(c2cnn(-c3ccccc3)c(=O)c2Cl)CC1 | 4 | -2 | -0.2 | 3 | . | 103 | -6 | 6 | . | 105
COc1ccc2nc(NC(=S)NC(=O)c3ccco3)sc2c1 | 5 | -161 | 0.1 | 10 | 1 | 97 | -53 | 6 | 2 | 146*
C/C(=N\OCC(=O)Nc1ccccc1Br)c1cccs1 | 9 | -5 | -0.3 | 20 | 0.9 | 87 | -8 | -3 | 14 | 109

Whole records as entered above. Screens in order: TLR4-MyD88 BLA, APP transl inh, Hsp70 activator, STAT3 inh, Diaph act CS, STAT3 act, STAT1 inh, G6PDH counter, Diaphorase inh, STAT1 act
`CS(=O)(=O)N1CCN(c2cnn(-c3ccccc3)c(=O)c2Cl)CC1` across the screens: 4, -2, -0.2, 3, ., 103, -6, 6, ., 105
`CCCCCN(C(=O)NC(=O)Nc1ccc(C)cc1C)S(C)(=O)=O` across the screens: -8, -13, -0.5, -2, 1, 103, -1, 6, -1, 99
`CC(C)(C)c1ccc(Oc2ccc(N)cc2)cc1` across the screens: 15, 84*, -0.7, 76*, 0.9, 36, 64*, 6, 13, 43
`Cc1cc(C(=O)CCl)c(C)n1CCc1ccc(Cl)cc1` across the screens: 22, 32, -0.1, 10, 0.9, 96, 7, -1, 14, 94
`NC(=O)CSc1nnc(-c2ccc3c(c2)OCO3)o1` across the screens: 9, -94, 0.1, 9, 1, 93, -14, -1, 2, 113
